Compound activity: PubChem BioAssay, several laboratories
PHOSPHO1 inh – blocks human PHOSPHO1 phosphatase activity. Q8TCT1. recombinant PHOSPHO1, absorbance phosphatase assay. inhibition, % at 13.3 µM. actives 1.1% (n = 290,000). AID 1565; in the data active means inhibition above about 60%
Target sequence (Q8TCT1 whole entry, looked up): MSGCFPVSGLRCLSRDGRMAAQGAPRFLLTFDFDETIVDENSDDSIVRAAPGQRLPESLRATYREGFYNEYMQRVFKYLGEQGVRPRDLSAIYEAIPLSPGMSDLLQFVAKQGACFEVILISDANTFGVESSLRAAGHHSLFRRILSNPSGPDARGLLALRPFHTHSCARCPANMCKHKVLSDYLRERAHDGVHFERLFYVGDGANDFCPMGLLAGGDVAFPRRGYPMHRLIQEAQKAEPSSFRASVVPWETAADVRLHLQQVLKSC
IMP-1 inh – blocks Pseudomonas aeruginosa IMP-1 metallo-beta-lactamase | purified IMP-1, nitrocefin hydrolysis, epi-absorbance fluorescence | inhibition, % at 5.6 µM | actives 0.45% (n = 290,000) | AID 1556;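 active means inhibition above the mean plus 3 SD of all compounds in the same screening run, cut at about 4.5% in these data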;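 further: 0% = IMP-1 with DMSO and 100% = DMSO wells lacking enzyme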
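system = purified recombinant IMP-1 beta-lactamase | amount = 0.2 nM IMP-1, as dispensed | medium = HEPES buffer pH 7.1 with ZnSO4 and Brij 35 | times = 25 °C, 15 min preincubation, 25 min reaction | detection = plate fluorescence quenching by hydrolysis product, ex 480/em 530 nm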
HCV NS3 hel inh – inhibitors of Hepatitis C virus NS3 helicase; inhibition, % at 10.9 µM; actives 0.56% (n = 290,000); NS3 helicase DNA unwinding, Cy5 molecular beacon fluorescence; AID 1800;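 active means inhibition above the mean of all tested compounds plus 3 SD, set per campaign, cut at about 35% in these data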;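 further: 0% = DMSO wells and 100% = thioflavine S control wells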
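Test system: hepatitis C virus NS3 helicase domain fragment enzyme. Also added: annealed dual-labelled DNA beacon duplex, ATP-started. Timing: 60 min unwinding reaction at 25 °C after ATP addition. Technique: Cy5 fluorescence. Measure: % inhibition of unwinding.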
FID counter – counter-screen for HCV NS3 helicase inhibitors: DNA intercalator displacement | DNA fluorescent intercalator displacement, fluorescence | inhibition, % at 7.9 µM | actives 0.17% (n = 290,000) | AID 1845; in the data active means inhibition above about 37%;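 further: 0% = vehicle and 100% = reference compound; higher means more ethidium bromide displaced from hairpin DNA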
UBC9 SUMO inh – blocks human SUMOylation mediated by UBC9 | HTRF SUMOylation assay, SAE1/SAE2 + UBC9, in vitro | inhibition, % at 35 µM | actives 0.36% (n = 290,000) | AID 2006; in the data active means inhibition above about 50%, passing the limit was not always enough; further: strong numbers were not always called active
Target sequence (P63279 whole entry, looked up): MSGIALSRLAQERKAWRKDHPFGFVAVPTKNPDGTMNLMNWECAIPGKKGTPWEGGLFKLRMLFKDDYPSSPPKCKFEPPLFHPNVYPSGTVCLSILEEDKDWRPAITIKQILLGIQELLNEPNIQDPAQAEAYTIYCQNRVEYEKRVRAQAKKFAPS
IDE act – activators of human insulin-degrading enzyme in cells. activation, % at 5.96 µM. P14735. actives 0.073% (n = 340,000). AID 493087. HEK cells, FAbeta-B cleavage, fluorescence polarization; 0% vehicle, 100% cell-free pure enzyme wells;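 active means activation above the mean of all tested compounds plus 3 SD, set per screening campaign, cut at about 17% in these data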
VIM-2 inhibitor – inhibitors of Pseudomonas aeruginosa VIM-2 metallo-beta-lactamase | purified VIM-2, nitrocefin hydrolysis, epi-absorbance fluorescence | inhibition, % at 5.6 µM | actives 0.89% (n = 290,000) | AID 1527;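 active means inhibition above the mean of all tested compounds plus 3 SD, cutoff set per screening run, cut at about 7.5% in these data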;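 further: red hydrolysis product quenches plate fluorescence so inhibitors raise well fluorescence; 0% = enzyme with DMSO and 100% = DMSO without enzyme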
MEKK3 PB1 HTS – modulators (inhibitors or enhancers) of MEK5 binding to human MEKK3 PB1 domain | bead-based flow cytometry, Alexa488-MEK5 binding to MEKK3; actives lie on both sides; 0 = blocked by unlabeled MEK5, 100 = vehicle | binding response (% of control), % at 10 µM | actives 1.4% (n = 290,000) | AID 1529;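 active means binding response more than 3 SD above or below the average of its plate-row segment, actives on both sides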;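 further: Alexa488 bead fluorescence after subtracting the streptavidin-only scavenger bead signal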
Target sequence (Q99759 whole entry, looked up, the tested form may be a part): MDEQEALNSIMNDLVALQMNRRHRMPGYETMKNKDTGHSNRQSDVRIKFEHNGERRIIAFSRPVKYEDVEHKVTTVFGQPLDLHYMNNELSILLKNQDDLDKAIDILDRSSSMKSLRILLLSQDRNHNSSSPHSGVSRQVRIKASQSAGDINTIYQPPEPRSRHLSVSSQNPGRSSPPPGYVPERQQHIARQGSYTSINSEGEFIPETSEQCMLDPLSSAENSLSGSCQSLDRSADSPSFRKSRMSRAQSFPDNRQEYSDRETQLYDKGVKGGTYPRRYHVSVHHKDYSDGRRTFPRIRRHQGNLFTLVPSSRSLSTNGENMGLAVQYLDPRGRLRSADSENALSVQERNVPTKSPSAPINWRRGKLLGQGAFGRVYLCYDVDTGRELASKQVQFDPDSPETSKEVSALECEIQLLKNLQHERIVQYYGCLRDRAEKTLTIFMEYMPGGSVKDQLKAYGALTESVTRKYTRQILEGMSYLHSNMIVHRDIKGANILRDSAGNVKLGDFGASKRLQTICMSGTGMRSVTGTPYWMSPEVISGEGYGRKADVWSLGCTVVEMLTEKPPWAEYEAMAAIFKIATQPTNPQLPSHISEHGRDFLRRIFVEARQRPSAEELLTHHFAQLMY
p-CIP stab down – compounds decreasing mouse p/CIP protein stability; Q05BA5; F442A p/CIP-EGFP cells, EGFP fluorescence, 16 h; decrease of EGFP signal, % at 10 µM; actives 0.01% (n = 290,000); AID 1984;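 active means EGFP signal decrease of at least 30% at 10 µM or well 3 SD below plate mean, unless failing retest; inactive means the rest, including hits failing retest or dose response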; further: some compounds called inactive have numbers as strong as hits; many of its hits are not listed in these tables
The depositor's hits bear a star; / = no result given; [ ] = another dose, or the depositor's remark. This is a subset (hit frequency here may not be typical).

SMILES	PHOSPHO1 inh	IMP-1 inh	HCV NS3 hel inh	FID counter	UBC9 SUMO inh	IDE act	VIM-2 inhibitor	MEKK3 PB1 HTS	p-CIP stab down
O=C(NCc1cccnc1)C1CCN(S(=O)(=O)c2cc(Cl)ccc2Cl)CC1	35	-2.2	-4	-22	-2	1	-0.1	103	-10
O=S(=O)(c1ccc2ccccc2c1)n1cccn1	33	-1.6	10	1	1	9	-0.3	103	8
O=[N+]([O-])c1cccc(S(=O)(=O)N2CCC(c3nc(-c4ccncc4)no3)CC2)c1	19	-0.4	-3	-7	6	1	-2.2	106	4
CCn1nnc(NC(=O)c2ccco2)n1	-124	-4.9	2	-2	7	5	-2.9	99	3
COc1cc2c(cc1OC)C(c1ccc([N+](=O)[O-])cc1)N(C(C)=O)CC2 (configuration not stated)	30	-3.4	-11	-13	8	5	-1.2	106	-4
COCCCNc1nc2c(c(=O)[nH]c(=O)n2C)n1CC(O)COc1ccccc1C (configuration not stated)	5	-3.2	5	-19	11	3	-5.5	118	-7
COC(=O)c1ccc(Oc2cc(C)nc(-n3nc(C)cc3C)n2)cc1	48	-3.5	-2	-34	14	-2	-0.2	106	-18
Cc1cc([N+](=O)[O-])nn1CC(=O)Nc1nc2ccccc2s1	8	-3.7	8	21	5	5	-0.3	92	11
CCn1ccnc1CN(C)C(=O)C1CCC(=O)N(Cc2cccc(C(F)(F)F)c2)C1 (configuration not stated)	23	-0.8	-8	-5	-12	3	-0.9	93	-7
CCOC(=O)C1=C(CNC2CCCCC2)NC(=O)NC1c1cc(C)ccc1C (configuration not stated)	-13	-2.4	-4	-4	-3	0	-4.3	100	-1
O=S(=O)(Nc1cccc(-n2cnnn2)c1)c1cccc(Cl)c1	23	-0.7	-1	-11	8	7	0.9	101	4
O=C1Nc2ccccc2C12OCC(COc1ccc(Cl)cc1)O2 (configuration not stated)	-14	-4.1	-6	-12	-17	0	1.0	96	9
Cc1cc(N2CCCC2)nc(N2C3CCC2CC(O)(c2ccc(F)cc2)C3)n1 (configuration not stated)	48	-3.8	-10	21	34	/	-3.2	103	3
CCOC(=O)N1CCN(Cc2nnc(-c3cccc(Br)c3)o2)CC1	13	-1.1	-14	-31	-2	4	2.5	100	2
CCOc1cc(-c2cn(S(=O)(=O)c3cccc4nsnc34)nc2N)cc(OCC)c1OCC	-9	0.4	-5	-6	12	2	-0.7	97	-5
Cc1occc1C(=O)N/N=C/c1cccnc1	44	-1.3	21	-1	30	6	-0.2	99	0
CCSc1nnc(NC(=O)C2CC(=O)N(Cc3ccccc3)C2)s1 (configuration not stated)	42	-1.9	10	-30	8	-4	-1.5	103	0
CC(C)CNS(=O)(=O)c1ccc(CCC(=O)NCC2CCCO2)cc1 (configuration not stated)	2	-2.2	2	-7	0	-3	0.3	101	4
CSc1nc(/C=C2\C=Nc3ccccc32)c(O)n1C	6	-0.7	-19	1	6	2	-0.1	101	1
Cc1sc2nc(C)n(/N=C/c3ccc(O)cc3)c(=O)c2c1C	0	0.2	16	2	-10	-6	2.4	101	3
CC(=O)Nc1ccc(S(=O)(=O)NNC(=O)c2ccc(S(=O)(=O)N3CCCCC3)cc2)cc1	8	0.8	7	-9	-5	1	-0.5	98	3
CCOc1ccc(NC(=S)N2CCN(S(=O)(=O)c3ccccc3)CC2)cc1	47	-1.8	6	-27	2	1	-2.5	106	-14
O=C(c1cccc(S(=O)(=O)N2CCCCC2)c1)N1CCN(S(=O)(=O)c2ccc(F)cc2)CC1	14	-4.8	4	-9	-5	4	-1.7	/	-19
COc1ccccc1NC(=O)C(=O)N(c1cccnc1)C(C(=O)NC(C)(C)C)c1ccccc1 (configuration not stated)	-101	-2.1	3	-4	-16	4	-0.5	108	-13
Cc1ccc2oc(=O)c3cnn(CC(=O)N(Cc4ccco4)C4CCCCC4)c3c2c1	20	-1.8	0	-3	24	4	1.0	105	-15
O=C(c1ccccc1F)N1CCN(CC2CC3C=CC2C3)CC1 (configuration not stated)	-2	-2.4	0	2	-24	4	-3.2	105	-5
O=C(CCCn1c(=S)[nH]c2ccccc2c1=O)NCCSCc1ccccc1	-3	-0.6	6	-7	9	2	-1.9	94	18
CCOc1ccc(N(CC(=O)Nc2ccc(C)c(C)c2)S(C)(=O)=O)cc1	45	0.7	-1	-22	6	3	2.4	90	7
S=c1[nH]c2cc(Cl)c3cccnc3c2o1	15	-1.3	10	2	28	-3	3.3	108	-7
Cc1ccc(C)c(N(C(=O)Cn2nnc3ccccc32)C(C(=O)NCc2ccco2)c2ccncc2)c1 (configuration not stated)	-25	-1.4	-5	-23	10	3	-0.8	102	0
COc1cc(/C=N/Nc2cccc3cccnc23)cc(OC)c1O	-28	-1.6	-6	0	0	2	0.6	58	-1
COc1ccc(CCNC(=O)c2ccco2)cc1	-5	0.8	14	0	5	-4	-0.3	90	-18
CC(C)CC(=O)NCc1ccc2[nH]c3c(c2c1)CCCC3	13	-2.7	-5	3	-3	1	3.3	101	-3
CCOc1ccc(OCC)c(NC(=O)CN(C)S(=O)(=O)c2ccc3nc(C)sc3c2)c1	-3	-3.3	-11	-47	-5	0	-1.9	93	5
CCN(CC)C(=O)C1CCCN(Cc2ccc(OC)c(C)c2)C1 (configuration not stated)	-11	-2.6	3	4	11	-1	-3.5	95	-10
CCC1CCCCN1CCCNC(=O)C1CCC(=O)N1Cc1ccc(C)cc1 (configuration not stated)	35	-0.9	0	6	-1	1	-1.2	97	9
CC(=O)CSc1ncnc2nc[nH]c12	47	-5.5	1	-8	-10	-1	-2.0	103	12
COC(=O)c1scc(C)c1N/N=C(\C)c1ccc(F)cc1F	12	-3.0	-6	-1	-9	-4	0.7	98	-33
CCCCS(=O)CC(COCc1ccccc1)OC(=O)CSc1nc(C)cc(C)n1 (configuration not stated)	5	-0.6	-5	-35	12	-6	-2.0	105	0
COc1cc2nc(Cl)nc(N3CCOCC3)c2cc1OC	-5	-3.6	-10	-4	22	2	-2.1	97	-11
CCN(CC)S(=O)(=O)c1cc(NC(=O)CCCOc2ccc(C(C)=O)cc2)ccc1C	12	-4.7	-9	-21	-9	0	-2.3	107	1
CC1(C)CC(N(Cc2cccs2)C(=O)c2ccco2)CCO1 (configuration not stated)	-24	0.2	4	-9	9	6	2.1	108	1
Cc1cc(NC(=O)c2ccc(COc3ccc(Cl)c(C)c3)o2)no1	13	-4.1	-2	4	5	-1	-4.0	108	1
O=C(CCCCCN1C(=O)c2cccc3cccc(c23)C1=O)NCc1cccnc1	34	0.6	8	-14	4	/	2.7	49*[inhibitor]	0
Cc1ccccc1-c1n[nH]c(=S)n1/N=C/C=C/c1ccco1	44	-1.0	38*	-22	47	5	-0.9	83	-13
Cn1cc(Br)c(NS(=O)(=O)c2ccc(Cl)s2)n1	4	-1.0	0	-4	11	5	0.8	91	-9
Cc1nnc(-c2ccc(Cl)cc2)nc1NCCN(C)C	-1	-2.4	15	12	8	2	1.0	99	-7
CCCNC(=O)CCc1c(C)nc2nc(C)nn2c1C	16	-1.2	1	3	5	5	-0.1	92	-8
COc1ccc(CCNC(=O)c2ccc(=O)[nH]c2)cc1OC	10	-0.8	1	-3	16	-1	-0.2	103	-4
COc1ccc(NC(=O)C(=O)N/N=C(\C)CC(=O)Nc2ccccn2)c(OC)c1	24	-2.8	5	-11	12	-2	-0.8	90	-3
Cc1ccc(NC(=O)CCC(=O)c2cccs2)c(Br)c1	-87	-0.3	-7	-13	-4	-3	0.5	103	7
CCOC(=O)c1ccc(N2C(=O)c3n[nH]c(C)c3C2c2ccc(O)cc2)cc1 (configuration not stated)	9	-1.4	3	-9	8	-4	-1.9	100	-20
CCCOc1ccc(N2CC(C(=O)Nc3ccc(N4CCOCC4)cc3)CC2=O)cc1 (configuration not stated)	6	-2.0	7	5	14	3	-2.8	104	0
Cc1cccc(C(=O)N/N=C/c2ccc3c(c2)OCO3)n1	29	-2.5	9	-1	30	-1	-3.2	105	-10
O=C(c1cccs1)N1CCN(c2ncc(C(F)(F)F)cc2Cl)CC1	18	-2.4	-2	-45	-3	1	-2.6	109	-12
CC(=O)N1c2ccc(S(=O)(=O)NCC3CCC(C(=O)Nc4ccc(C)cn4)CC3)cc2CC1C (configuration not stated)	41	-0.9	8	-46	/	-9	-3.2	104	-23
Cc1cc(C(=O)Nc2c(F)c(F)c(F)c(F)c2F)n(-c2ccccc2)n1	42	-0.9	3	-3	2	4	-1.0	106	3
CCCCc1nc(C(N)=O)c2[nH]c(=O)n(-c3ccccc3F)c2n1	26	-0.8	0	-25	15	10	-3.1	96	-11
Cc1ccccc1CSCC(Nc1ccc(C(=O)O)cc1[N+](=O)[O-])C(=O)O (configuration not stated)	8	-2.8	0	-4	21	5	-2.2	89	-17
Cc1ccc(O)c(CNc2cccc(C)n2)c1	3	-1.4	4	-4	1	2	-0.9	102	5

Brought forward from above: six entries, followed by the next part.
SMILES	PHOSPHO1 inh	IMP-1 inh	HCV NS3 hel inh	FID counter	UBC9 SUMO inh	IDE act	VIM-2 inhibitor	MEKK3 PB1 HTS	p-CIP stab down
O=C(c1cccs1)N1CCN(c2ncc(C(F)(F)F)cc2Cl)CC1	18	-2.4	-2	-45	-3	1	-2.6	109	-12
CC(=O)N1c2ccc(S(=O)(=O)NCC3CCC(C(=O)Nc4ccc(C)cn4)CC3)cc2CC1C (configuration not stated)	41	-0.9	8	-46	/	-9	-3.2	104	-23
Cc1cc(C(=O)Nc2c(F)c(F)c(F)c(F)c2F)n(-c2ccccc2)n1	42	-0.9	3	-3	2	4	-1.0	106	3
CCCCc1nc(C(N)=O)c2[nH]c(=O)n(-c3ccccc3F)c2n1	26	-0.8	0	-25	15	10	-3.1	96	-11
Cc1ccccc1CSCC(Nc1ccc(C(=O)O)cc1[N+](=O)[O-])C(=O)O (configuration not stated)	8	-2.8	0	-4	21	5	-2.2	89	-17
Cc1ccc(O)c(CNc2cccc(C)n2)c1	3	-1.4	4	-4	1	2	-0.9	102	5
CC(C)(C)NC(=O)CN(C(=O)CS(=O)CC(=O)Nc1ccc(F)cc1)c1ccc2c(c1)OCCO2 (configuration not stated)	20	-5.2	6	-22	16	2	-2.6	102	-10
CCc1cc2c(NCC3CCCO3)nc(C)nc2s1 (configuration not stated)	-6	-3.4	2	-7	-32	4	-4.6	103	9
CCn1c2ccccc2c2cc(NC(=O)CSc3nnc(-c4cccc(C)c4)o3)ccc21	-7	-1.4	-2	-3	6	2	0.1	95	-9
O=C(CN1CCCCCC1)N/N=C/c1cccc(Cl)c1Cl	21	-3.7	-2	4	-12	6	-2.3	95	1
CCOc1ccccc1C(=O)N[C@H](C(=O)Nc1ccc(OC)c(S(=O)(=O)N2CCOCC2)c1)C(C)C	-62	-1.3	-3	-41	-11	2	1.3	95	18
CN1CCN(CCc2nc3cc(NC(=O)c4ccco4)ccc3n2C)CC1	20	-4.5	4	-3	11	0	-2.3	100	-19
